Screening data: PubChem, ICCB-Longwood Screening Facility, Harvard Medical School
PV pol inh: poliovirus RNA polymerase inhibition | AID 588519 | 150,000 compounds, 0.66% hits | poliovirus polymerase elongation, fluorescence polarization; hits give low values | % elongation, % (compound at 16.7 µg/mL); in the data active means % elongation below about 90%; further: some results filed as inactive read as strong as hits
Target sequence (P03300 1749-2209 limits assumed): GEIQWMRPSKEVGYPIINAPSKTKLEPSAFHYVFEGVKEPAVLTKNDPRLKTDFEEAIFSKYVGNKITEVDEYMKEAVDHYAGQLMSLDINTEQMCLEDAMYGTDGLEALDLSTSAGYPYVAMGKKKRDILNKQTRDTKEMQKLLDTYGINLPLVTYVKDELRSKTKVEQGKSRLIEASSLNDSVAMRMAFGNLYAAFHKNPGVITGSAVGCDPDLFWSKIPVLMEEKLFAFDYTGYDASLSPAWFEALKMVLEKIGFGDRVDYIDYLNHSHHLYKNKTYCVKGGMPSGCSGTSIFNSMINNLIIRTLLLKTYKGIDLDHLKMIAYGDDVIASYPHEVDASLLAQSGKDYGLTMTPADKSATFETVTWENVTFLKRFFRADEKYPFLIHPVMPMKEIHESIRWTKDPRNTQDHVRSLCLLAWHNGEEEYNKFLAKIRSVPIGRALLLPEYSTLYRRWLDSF
PV pol inh FP z-score: also measured in PV pol inh; calls as there; z-score; measured here: FP z-score; hits read low
* = called active by the depositor. The list is partial, so the mix of outcomes need not match the whole.

nr	SMILES	PV pol inh	PV pol inh FP z-score
1	O=C(Nc1cccc(F)c1)N1CCN(Cc2ccccc2)CC1	102	0.1
2	O=c1cc(CNc2ccc(Br)cc2)nc2sccn12	103	0.1
3	O=C(NCc1ccccc1)c1ccco1	103	0.3
4	CS(=O)(=O)N1Cc2ccccc2CC1C(=O)OCC(=O)Nc1sccc1C#N (stereo unspecified)	148	5.4
5	NCC1Cc2ccccc2O1 (stereo unspecified)	101	-0.5
6	COc1ccc(S(=O)(=O)NC(C)C(=O)NCC2CCCO2)cc1Cl (stereo unspecified)	100	-1
7	O=C(CCC1CCCCC1)OCCN1CCCC1=O	103	0.6
8	COc1cccc(-c2cn3c(n2)sc2cc(C(=O)NCCCc4ccccc4)ccc23)c1	105	-0.3
9	CS(=O)(=O)c1ccccc1C(=O)Nc1ccc(N2CCCCC2)cc1	104	0.1
10	Cc1ccc(NC(=O)CSc2nc(-c3ccco3)nc3cc(=O)[nH]n23)cc1	109	0.5
11	CCN(C(=O)C1CCCCC1)c1ccccc1C	100	0
12	CSc1nc(O)cc(=O)[nH]1	99	0
13	CC(C)(C)C(=O)COC(=O)c1ccccc1Cl	101	0
14	CCn1c(CN(C)C2CCCCC2)nc2ccccc21	103	0.2
15	CCn1cc(Br)c(C(=O)NC(C)c2ccccc2)n1 (stereo unspecified)	102	0.9
16	CCOC(=O)Cn1nc(C)c(NC(=O)COc2ccc(OC)cc2)c1C	107	0.6
17	CCOc1ccc([C@H]2[C@@H]3CN(Cc4ccccc4)CC=C3C(C#N)=C(N)C2(C#N)C#N)cc1	113	1.2
18	O=C(O)c1cccc(S(=O)(=O)Nc2ccccc2Cl)c1	97	-1.5
19	COC(=O)c1sccc1N1C(=O)Nc2ccccc2N1O	103	0.4
20	CC(CNC(=O)c1csc2c1CCCCC2)c1ccccc1 (stereo unspecified)	100	-1.3
21	O=C(c1ccco1)N1CCN(CC(=O)N(C2CCCCC2)C2CCS(=O)(=O)C2)CC1 (stereo unspecified)	108	0.7
22	CCC(C)C(=O)N1CCCC(c2nc(-c3cccs3)no2)C1 (stereo unspecified)	100	-0.6
23	COc1ccc(NC(=O)Cn2c(SCc3cc(C)ccc3C)nc3ccncc32)c(OC)c1OC	107	0.1
24	O=C(/C=C/c1ccco1)OCc1cc(=O)n2c(n1)sc1ccccc12	103	0
25	Fc1nc(F)c(F)c(Oc2c(F)c(F)c3c(F)c(F)c(F)c(F)c3c2F)c1F	103	0.6
26	CCOC(=O)c1cc(C#N)c(=S)[nH]c1-c1ccccc1	97	-1.6
27	COc1cc(C)cc(CN2CCN(S(=O)(=O)/C=C/c3ccccc3)CC2)c1O	104	0.2
28	O=C(Nc1ccc(F)cc1F)C1CCN(c2ncccn2)CC1	105	-0.4
29	O=S(=O)(c1ccc(Cl)nc1)N1CCCCC1	102	0.1
30	Cc1ccc2c(c1)N(C(=O)Nc1ccc(Br)cc1F)CCO2	106	-0.2
31	CCN(Cc1cc2ccccc2[nH]c1=O)C(=O)c1cccnc1	103	0.4
32	O=c1cc(-c2ccccc2)nc2scc(-c3ccccc3)n12	101	-0.4
33	CC(=O)Nc1ccc(C(=O)OCc2cccc(F)c2)cc1	103	1.2
34	CCN1CCCC1CNC(=O)Cn1ncc2c3ccccc3n(Cc3ccccc3C)c2c1=O (stereo unspecified)	101	-0.3
35	N#CC1=C(N)OC2=C(C(=O)OC2)C1c1c(Cl)cccc1Cl (stereo unspecified)	101	-0.3
36	CCN(CC)c1ccc(/C=N/N=C(\N)c2nonc2N)cc1	105	1.5
37	CCOc1ccccc1NC(=O)CC#N	101	-0.5
38	Cc1cccc(C)c1OCCCn1c(CCNC(=O)C2CCCCC2)nc2ccccc21	107	0.1
39	CC(Oc1ccccc1F)C(=O)NCCN1CCCCC1 (stereo unspecified)	102	0.5
40	Cc1ccc(C)c(C(=O)NCCc2ccccn2)c1	103	0.2
41	Cc1oc(-n2cccc2)c(C#N)c1C	103	0.3
42	Cc1ccc(C(=O)n2nc(C)c(S(=O)(=O)N3CCCCCC3)c2C)cc1C	104	-0.6
43	COc1cccc(CSc2nc3n(n2)C(c2cccs2)C(C(=O)Nc2ccccc2C)=C(C)N3)c1 (stereo unspecified)	102	-1.2
44	COc1ccc(-c2cc(C(F)(F)F)nc(SCC(=O)Nc3ccc(O)cc3)n2)cc1OC	102	-0.3
45	CCN(CC)C(=S)NC1CCCCC1	103	0.1
46	O=C1OC2(CCCC2)OC(=O)C1=CNc1ccccc1	104	0.6
47	COC(=O)c1c(NC(=O)COc2ncnc3c2cnn3-c2ccccc2)sc2c1CCC2	109	0.3
48	COCCCn1c(SCC(=O)Nc2ccc(OC)cc2)nc2c(sc3ccccc32)c1=O	104	0.3
49	COC(=O)C1C(=O)C2=C(CC1C)Nc1ccccc1NC2c1c[nH]c2ccccc12 (stereo unspecified)	102	-0.1
50	CC1CN(C(=S)NC(=O)C2CC2)CCN1C(=S)NC(=O)C1CC1 (stereo unspecified)	101	0
51	O=C(CC(C(=O)Nc1ccc2c(c1)OCO2)C(=O)c1ccccc1)NC1CCS(=O)(=O)C1 (stereo unspecified)	103	0.2
52	CNCc1ccc(N2CCCC2)cc1	107	0.8
53	CCCCn1cc2c(c1-c1ccccc1Br)c(=O)n(C)c(=O)n2C	105	-0.2
54	CCC(C(=O)N1CCN(c2ccccc2)CC1)n1nc(C)c2sc3ccccc3c2c1=O (stereo unspecified)	90*	-1.4*
55	COC(=O)c1sccc1S(=O)(=O)Nc1ccc(-c2cn3c(n2)SCC3)cc1	112	1.1
56	CCOc1cc(/C=C(\C#N)C(=O)OC(C)C)ccc1OCC(=O)N(C)C	101	-0.2
57	COc1ccc(NC(=O)c2cc3c(s2)-c2c(C)cccc2OC3)cc1Cl	100	-1.3
58	CN(Cc1ccc(Br)cc1)S(=O)(=O)c1cccc(C#N)c1	102	-0.1
59	N#CC1(C#N)[C@@H]2c3ccccc3C=CN2[C@@H](C(N)=O)[C@@H]1c1ccc(F)cc1	94	-1.1
60	CS(=O)(=O)C1=C(N)C(=O)N(c2ccccc2)C1c1ccccc1 (stereo unspecified)	106	0.4

Of the compounds above, five contain bromine.
nr	SMILES	PV pol inh	PV pol inh FP z-score
2	O=c1cc(CNc2ccc(Br)cc2)nc2sccn12	103	0.1
15	CCn1cc(Br)c(C(=O)NC(C)c2ccccc2)n1 (stereo unspecified)	102	0.9
30	Cc1ccc2c(c1)N(C(=O)Nc1ccc(Br)cc1F)CCO2	106	-0.2
53	CCCCn1cc2c(c1-c1ccccc1Br)c(=O)n(C)c(=O)n2C	105	-0.2
58	CN(Cc1ccc(Br)cc1)S(=O)(=O)c1cccc(C#N)c1	102	-0.1

Gathered by group: those above with a Cl atom (6)
nr	SMILES	PV pol inh	PV pol inh FP z-score
6	COc1ccc(S(=O)(=O)NC(C)C(=O)NCC2CCCO2)cc1Cl (stereo unspecified)	100	-1
13	CC(C)(C)C(=O)COC(=O)c1ccccc1Cl	101	0
18	O=C(O)c1cccc(S(=O)(=O)Nc2ccccc2Cl)c1	97	-1.5
29	O=S(=O)(c1ccc(Cl)nc1)N1CCCCC1	102	0.1
35	N#CC1=C(N)OC2=C(C(=O)OC2)C1c1c(Cl)cccc1Cl (stereo unspecified)	101	-0.3
57	COc1ccc(NC(=O)c2cc3c(s2)-c2c(C)cccc2OC3)cc1Cl	100	-1.3

(listing goes on)
nr	SMILES	PV pol inh	PV pol inh FP z-score
61	O=C(c1cc(S(=O)(=O)N2CCCCC2)ccc1N1CCCC1)N1CC=C(c2ccccc2)CC1	102	-0.4
62	Cc1cccc(NC(=O)CSc2nc3ccccc3c3nc(CCc4c(C)n[nH]c4C)nn23)c1	102	-1
63	Cn1cc(CCCC(=O)NCc2cccc(Br)c2)c2ccccc21	110	0.5
64	COCCCn1c(SCc2cc(=O)oc3cc(O)c(O)cc23)nnc1-c1ccc(Cl)cc1	104	0.3
65	COc1ccc2cc3cc(C(=O)Nc4ccc(Oc5ccccc5)cc4)oc3nc2c1	101	-0.6
66	Cc1ccc(-n2ncc3c(=O)n(-c4ccc(C(C)C)cc4)c(-c4ccco4)nc32)cc1	98	-0.8
67	CS(=O)(=O)N(Cc1ccc(Cl)cc1)c1ccc(C(=O)N2CCCCCC2)cc1	104	0.7
68	O=C1Oc2ccccc2C(=O)/C1=C/N1CCc2ccccc21	100	-0.7
69	O=C(N/N=C/c1ccco1)c1csc2c1CCCC2	104	0.6
70	CCOC(=O)CC(N)c1ccccc1Cl (stereo unspecified)	100	-0.3
71	Cc1ccc(C(=O)NCC(=O)OCc2cc(=O)n3nc(C4CC4)sc3n2)cc1	106	-0.1
72	COc1ccc(-c2nc3ccccc3n2Cc2ccc(C(C)C)cc2)cc1	109	0.9
73	CCOc1ccccc1C1C=CCC1 (stereo unspecified)	103	0.5
74	c1ccc(CSc2ccc3nnc(-c4ccccn4)n3n2)cc1	102	0.4
75	c1ccc(-c2ccc3ccccc3n2)nc1	109	0.6

Later entries:
Under each structure – PV pol inh | PV pol inh FP z-score
76) COc1ccc(CCNC(=O)CCCn2c(=O)c3ccccc3n(CC(=O)Nc3cc(Cl)ccc3C)c2=O)cc1OC
 : 107 | 0.4
77) CCOC(=O)c1c(C)[nH]c(C)c1S(=O)(=O)NCC(=O)NCc1ccccc1C
 : 106 | 0
78) COc1ccc(NC(=O)Cc2coc3cc(C)cc(C)c23)c(OC)c1
 : 112 | -0.2
79) COc1cc(/C=N/N2CCCCC2)ccc1OC(=O)c1cccnc1
 : 106 | 0.3
80) CCC(=O)N(CC)Cc1cc2ccccc2[nH]c1=O
 : 102 | 0.3
81) O=C(c1cc(-c2ccc(Cl)cc2)n[nH]1)N1CCCC1
 : 106 | 1.6
82) CC1=C(C(N)=O)C(c2cccc(O)c2)n2ncnc2N1 (stereo unspecified)
 : 112 | 1.3
83) Cc1cc2c(c(=O)[nH]1)C(c1ccncc1)C(C#N)=C(N)O2 (stereo unspecified)
 : 104 | 0.4
84) O=C(CNC(=O)c1ccc(F)cc1)OCc1cc(=O)n2ccsc2n1
 : 102 | -0.8
85) COc1ccc2c(c1)CC(C(=O)NCCN1CCN(c3cccc(Cl)c3)CC1)CO2 (stereo unspecified)
 : 110 | 0.8

Part of the list above, field by field.
51	O=C(CC(C(=O)Nc1ccc2c(c1)OCO2)C(=O)c1ccccc1)NC1CCS(=O)(=O)C1 (stereo unspecified)
  PV pol inh: 103; PV pol inh FP z-score: 0.2

52	CNCc1ccc(N2CCCC2)cc1
  PV pol inh: 107; PV pol inh FP z-score: 0.8

53	CCCCn1cc2c(c1-c1ccccc1Br)c(=O)n(C)c(=O)n2C
  PV pol inh: 105; PV pol inh FP z-score: -0.2

The listing continues:
Under each structure – PV pol inh | PV pol inh FP z-score
86) CCC(C(=O)NCC1CCCO1)c1ccccc1 (stereo unspecified)
 : 109 | 0.8
87) COc1ccc(Cn2ccc3nc(C)c(C(=O)Nc4cc(C)cc(C)c4)cc3c2=O)cc1
 : 101 | -1
88) CC1CCN(S(=O)(=O)c2cn(CC(=O)N3CC(C)CC(C)C3)c(=O)c3ccccc23)CC1 (stereo unspecified)
 : 99 | -0.2
89) O=C1c2ccccc2C(=O)N1CN1c2cccc3cccc(c23)S1(=O)=O
 : 102 | -1.2
90) COc1ccccc1NC(=O)c1sc2nc(C)c(C(=O)Nc3ccc(C)cc3C)c(-c3cccs3)c2c1N
 : 111 | 1.3
91) CC(=O)Nc1cccc(SSc2cccc(NC(C)=O)c2)c1
 : 99 | -0.3
92) Cc1ccc(CC(=O)NCc2nc(-c3ccccc3)no2)cc1
 : 111 | 0.6
93) O=C(Nc1ccc(O)cc1)c1ccc2ccccc2c1
 : 100 | 0
94) NC(=O)CSc1nnc(NC(=O)Cc2cccs2)s1
 : 101 | -0.1
95) COc1ccc(CNc2oc(/C=C/c3cc(OC)c(OC)c(OC)c3)nc2C#N)cc1
 : 111 | 0.7
96) COc1ccc(N(C(=O)c2ccco2)c2ccccc2)cc1
 : 111 | 0.6
97) CC(=O)Nc1ccc(S(=O)(=O)NCc2ccc(C(=O)NCc3ccccc3)cc2)cc1
 : 102 | -0.2
98) Cc1ccc(CN2CCN(C/C=C/c3ccccc3)CC2)cc1
 : 100 | 0
99) Cc1ccccc1OC(=O)CSc1nnc(-c2ccc3c(c2)OCO3)o1
 : 104 | -0.5
100) CC1=C(c2ccc(C)cc2)S(=O)(=O)N=C1N1CCCC1
 : 106 | 0.9
101) Cc1c(C)n(C)c2ccc(C(=O)NCCCN3CCCCC3C)cc12 (stereo unspecified)
 : 107 | 0.1
102) O=C(O)C1CCN(S(=O)(=O)c2ccc(-c3nn[nH]n3)cc2)CC1
 : 106 | 2.5
103) COc1cccc(C(=O)N(Cc2cccc(Cl)c2)Cc2ccco2)c1
 : 106 | -0.1
104) Cc1c(-c2ccccc2)nc2ccccc2c1C(=O)OCC(=O)N(C)C
 : 105 | 0.3
105) O=C(Cc1ccccc1)NO
 : 101 | 0.5
106) O=C(c1ccccc1Cl)n1cnc2ccccc21
 : 101 | 0
107) O=C(O)/C=C/C(=O)N1CCN(c2ccc(F)cc2)CC1
 : 102 | -0.1
108) COc1ccc(OC)c(CNS(=O)(=O)c2cc(-c3onc(C)c3C)ccc2C)c1
 : 113 | 1.3
109) Clc1ccc(-c2nc3ccccc3o2)c(Cl)c1
 : 102 | 0.3
110) O=C(O)c1cnc(SCc2ccccc2)[nH]c1=O
 : 100 | -0.9
111) NC(=O)c1nn(Cc2ccccc2)c(=O)c2ccccc12
 : 100 | -0.2
112) N#Cc1cc2c(nc1SCC(=O)Nc1ccc(Cl)c(C(F)(F)F)c1)C1CCN2CC1
 : 104 | -0.1
113) O=C(c1cccs1)N1CCCn2c(SCc3ccccc3Cl)nnc21
 : 103 | 0.3
114) CC(=O)c1ccc(NC(=O)CCc2c(C)nc3c(c2C)c(=O)n(C)c(=O)n3C)cc1
 : 106 | -0.2
115) COC(=O)c1nnn(CC(=O)NCc2ccc3c(c2)OCO3)c1C(=O)OC
 : 101 | 0
116) O=C(O)CCCC(=O)N1CCN(c2nc(-c3ccccc3)c3ccccc3n2)CC1
 : 102 | 0.1
117) Cc1cc(C)cc(NCCC(=O)O)c1
 : 101 | -0.1
118) CC(C)n1c(SCC(=O)c2ccc3c(c2)NC(=O)CO3)nc2cc(Cl)ccc2c1=O
 : 104 | 0.2
119) COc1cccc2cc(C(=O)Nc3ccc(F)c(F)c3)c(=O)oc12
 : 108 | 0.8
120) COc1ccc(-n2c(C)cc(=O)cc2C)cc1
 : 103 | 0.2
